12-LOX inh = Primary qHTS assay for inhibitors of human arachidonate 12S-lipoxygenase (ALOX12): Round 2; purified 12hLO, xylenol orange hydroperoxide absorbance; 580,000 compounds, 1.1% hits; Potency, µM (top dose mostly 108 µM), for inactives: top-dose activity change, negative = inhibition, actives largely listed as inhibitors; Polyunsaturated fatty acid lipoxygenase ALOX12 (Homo sapiens), P18054; note: % is set by controls: 0 for no effect and ±100 for the full control effect
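Purified human 12hLO (150 nM final) in 25 mM Hepes, 0.01% Triton X-100, pH 7.0 was preincubated 15 min at room temperature with compound. Then 40 uM arachidonic acid was added, 30 min. Hydroperoxide was read by Fe-XO absorbance ratio 573/405 nm.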
mIDH1 inhibitor = qHTS for Inhibitors of mutant isocitrate dehydrogenase 1 (IDH1): qHTS; Isocitrate dehydrogenase [NADP] cytoplasmic (Homo sapiens), O75874; IDH1-R132H enzyme, NADPH consumption, diaphorase/resazurin fluorescence; Potency, µM (titrated, usually from 76.6 µM), without a hit: top-dose activity change, negative = inhibition, usual class: inhibitors; 390,000 compounds, 0.093% hits; note: % is set by controls: 0 for no effect and ±100 for the full control effect; nearly all actives have a fitted effect of over 65% in size
Target sequence (O75874 whole entry R132H, stated change not applied): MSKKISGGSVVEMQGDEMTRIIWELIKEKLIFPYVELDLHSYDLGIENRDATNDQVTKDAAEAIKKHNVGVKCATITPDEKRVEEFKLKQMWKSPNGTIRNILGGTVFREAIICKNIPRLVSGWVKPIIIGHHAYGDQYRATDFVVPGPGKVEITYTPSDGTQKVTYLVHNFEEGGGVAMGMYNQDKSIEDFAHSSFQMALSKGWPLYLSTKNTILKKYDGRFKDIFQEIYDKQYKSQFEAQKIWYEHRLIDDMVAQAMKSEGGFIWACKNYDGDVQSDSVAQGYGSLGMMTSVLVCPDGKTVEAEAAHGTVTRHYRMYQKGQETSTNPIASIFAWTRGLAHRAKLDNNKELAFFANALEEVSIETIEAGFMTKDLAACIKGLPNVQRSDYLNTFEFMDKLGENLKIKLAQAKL
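IDH1-R132H (0.5 ug/mL dispensed) in pH 7.5 Tris buffer was preincubated 30 min with compound, then given a substrate mix of 0.016 mM NADPH and 2 mM alpha-KG for 80 min at room temperature; remaining NADPH was read by diaphorase/resazurin fluorescence.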
RGS4 inh = Inhibitors of Regulator of G Protein Signaling (RGS) 4: qHTS; Regulator of G-protein signaling 4 (Homo sapiens), P49798; 390,000 compounds, 0.039% hits; AID 504845, 2011; Transcreener GDP fluorescence polarization, RGS4-accelerated GTP hydrolysis; Potency, µM (top dose mostly 114 µM), without a hit: at the highest dose activity change, negative = inhibition, most hits filed as inhibitors; note: % is set by controls: 0 for no effect and ±100 for the full control effect; nearly all actives have a fitted effect of over 75% in size; some results filed as inactive show a strong effect at the top dose
Target sequence (P49798 whole entry, looked up): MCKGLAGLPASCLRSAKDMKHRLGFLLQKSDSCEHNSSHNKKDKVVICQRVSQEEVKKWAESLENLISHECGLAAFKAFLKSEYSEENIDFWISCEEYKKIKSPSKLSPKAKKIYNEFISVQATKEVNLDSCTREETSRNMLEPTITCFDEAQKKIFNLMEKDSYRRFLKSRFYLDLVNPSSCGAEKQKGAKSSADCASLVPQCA
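MLSMR compounds (23 nl, pin-transferred) preincubated 10 min at room temperature with a 500nM (2x) first reagent, then RGS4 at 900nM (2x) plus Transcreener GDP mix added; fluorescence polarization (620/688 nm) read before and after 90 min at 30 °C.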
rTrxR1 inhibitor = qHTS Assay for Inhibitors of Mammalian Selenoprotein Thioredoxin Reductase 1 (TrxR1): qHTS; Thioredoxin reductase 1, cytoplasmic (Rattus norvegicus), O89049; recombinant rTrxR1, NADPH fluorescence consumption, selenite substrate; Potency, µM (titrated, usually from 114 µM), without a hit: at the top dose activity change, negative = inhibition, usual class: inhibitors; 390,000 compounds, 1% hits; AID 588453, 2011; note: % is set by controls: 0 for no effect and ±100 for the full control effect; nearly all actives have a fitted effect of over 65% in size
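Rat TrxR1 (90 nM in the dispensed reagent) was pre-reduced with 400 uM NADPH for 5 min at room temperature, then incubated with compound for 15 min. After 400 uM selenite was added, NADPH fluorescence (Ex 340/Em 450 nm) was followed for 8 min.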
Vif-APOBEC3F blk = qHTS for Inhibitors of Vif-A3F Interactions: qHTS. HeLa A3F-eYFP + Vif (tagged APOBEC3F with the HIV-1 protein that degrades it), YFP fluorescence increase. Potency, µM (titrated, usually from 46.1 µM), for inactives: at the highest dose activity, negative = active. 390,000 compounds, 0.2% hits. AID 602313, 2012; note: % of control where 0% means no effect; nearly all actives have a fitted effect of over 65% in size
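HeLa cells stably expressing Vif plus C-terminally eYFP-tagged A3F were seeded, incubated overnight at 37 deg C, dosed with compound, incubated overnight again at 37 deg C. Yellow fluorescence (Ex 488/Em 500-530) reported blocked Vif-mediated A3F-eYFP degradation.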
Vif-A3G inh = qHTS for Inhibitors of Vif-A3G Interactions: qHTS | Potency, µM (highest dose often 46.1 µM), without a hit: at the top dose activity, negative = active, actives largely listed as inhibitors | HeLa A3G-eYFP + Vif (tagged APOBEC3G with the HIV-1 protein that degrades it), YFP fluorescence, overnight | AID 602310, 2012 | 410,000 compounds, 0.076% hits;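 note: % is set by controls: 0 for no effect and ±100 for the full control effect; nearly all actives have a fitted effect of over 60% in size; hits raise eYFP signal because A3G escapes Vif-driven loss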
Target sequence (Q9HC16 whole entry, looked up): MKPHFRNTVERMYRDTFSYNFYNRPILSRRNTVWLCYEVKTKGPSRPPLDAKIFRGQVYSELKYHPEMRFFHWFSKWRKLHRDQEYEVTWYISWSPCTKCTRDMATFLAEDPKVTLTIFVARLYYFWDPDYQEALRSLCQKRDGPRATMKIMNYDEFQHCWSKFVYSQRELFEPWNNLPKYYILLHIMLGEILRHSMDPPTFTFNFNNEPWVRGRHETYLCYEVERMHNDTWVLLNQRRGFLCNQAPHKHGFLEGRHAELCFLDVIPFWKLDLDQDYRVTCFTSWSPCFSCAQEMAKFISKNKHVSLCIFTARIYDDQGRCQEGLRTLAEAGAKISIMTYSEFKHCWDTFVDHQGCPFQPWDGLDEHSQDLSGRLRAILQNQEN
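HeLa cells stably expressing Vif and C-terminally eYFP-tagged A3G, seeded overnight at 37 deg C, then exposed to compound by pintool overnight at 37 deg C. Rise in yellow fluorescence (Ex 488/Em 500-530, Acumen) marks blocked Vif-driven A3G degradation.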
RXFP1 agonist = qHTS Assay for Agonists of the Relaxin Receptor RXFP1. HEK293T-RXFP1 cAMP TR-FRET, 30 min; response scale: percent of porcine relaxin response, buffer zero. Relaxin receptor 1 (Homo sapiens), Q9HBX9. 370,000 compounds, 0.3% hits. AID 2676, 2010. Potency, µM (highest dose often 57.5 µM), without a hit: top-dose activation, hits mostly activators; note: % is set by controls: 0 for no effect and ±100 for the full control effect; nearly all actives have a fitted effect of over 60% in size; many of its hits are not listed in these tables
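HEK293 cells stably expressing RXFP1, treated 30 min at 37C with compounds plus PDE4 inhibitor Ro 20174; cAMP measured by HTRF TR-FRET. Normalized to buffer and 29 nM porcine relaxin; EC50 by Hill fit.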
TrxR1 substrate = qHTS Assay for Substrates of Mammalian Selenoprotein Thioredoxin Reductase 1 (TrxR1): qHTS; Thioredoxin reductase 1, cytoplasmic (Rattus norvegicus), O89049; purified TrxR1 substrate turnover, NADPH consumption readout; Potency, µM (series often up to 114 µM), without a hit: at the top dose activity change, negative = substrate turnover; 390,000 compounds, 0.01% hits; AID 588456, 2011; note: % is set by controls: 0 for no effect and ±100 for the full control effect; nearly all actives have a fitted effect of over 50% in size
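Rat TrxR1, dispensed at 90 nM, was prereduced with 400 uM NADPH (final) for 5 min at ~22 deg C, then incubated with compound 15 min before 400 uM selenite. A first-read NADPH fluorescence drop versus no-compound background flagged substrates.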
USP1 inh = Inhibitors of USP1/UAF1: Primary Screen. 390,000 compounds, 0.23% hits. recombinant USP1/UAF1, Ub-Rhodamine cleavage fluorescence. AID 743255, 2014. Potency, µM (highest dose often 57.1 µM), for the others: top-dose activity change, negative = inhibition, actives largely listed as inhibitors. Ubiquitin carboxyl-terminal hydrolase 1 (Homo sapiens), O94782; note: % is set by controls: 0 for no effect and ±100 for the full control effect; nearly all actives have a fitted effect of over 60% in size; inactives centre near -12
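1 nM enzyme complex + cpd, 15 min RT; start with Ub-Rho 150nM final; kinetic fluorescence ex 480/em 540, 6 reads q60 s. Buffer 50mM HEPES pH 7.8, 0.5mM EDTA, 0.1 mg/ml BSA, 1mM TCEP, 0.01% Tween-20.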
* hit, by the source's call; i = inactive; u = inconclusive; x = no result given; & = joins results of further samples; [ ] = remark or other dose. Calls come from the whole dose curve; as a rule, active = well fitted curve in the direction sought with a large enough effect; inconclusive = small, poorly fitted or top-dose-only effect, or another doubt; inactive = no such curve, though single readings can be large; an effect the other way counts as inactive or inconclusive. Potency is the fitted concentration of half-maximal effect.

SMILES	12-LOX inh	mIDH1 inhibitor	RGS4 inh	rTrxR1 inhibitor	Vif-APOBEC3F blk	Vif-A3G inh	RXFP1 agonist	TrxR1 substrate	USP1 inh
S=C(NCc1ccco1)Nc1cc(Cl)c(Cl)cc1Cl	u	4%	-2%	-29%	-4%	-6%	2.2%	-20%	-2%
COc1cc(C(=O)N2CCc3ccccc32)c([N+](=O)[O-])cc1OC	-5%	2%	-18%	-10%	5%	-2%	0.2%	-6%	-2%
O=C(O)c1ccc(N2CCc3ccccc32)c([N+](=O)[O-])c1	3%	-13%	30%	2%	4%	1%	0.1%	-5%	-15%
CCCCCCN1C[C@H](O)[C@@H](n2cc(C3CC3)nn2)C[C@@H]1c1ccc(OC)cc1	-68%	9%	x	x	4%	3%	x	x	-11%
O=C1CC[C@@H](C(=O)O)N1	-4%	-13%	-5%	-3%	-1%	-2%	0.3%	-4%	-21%
COc1cccc(NC(=O)C2CC(=O)N(Cc3ccco3)C2)c1 (stereo not given)	13%	12%	-15%	u	3%	-9%	0.1%	12%	-10%
CCn1cc(C(=O)NCCc2ccc(OC)c(OC)c2)c(=O)c2cc(S(=O)(=O)N3CCOCC3)ccc21	-20%&-25%	14%&2%	1%&-3%	2%&11%	-2%&-7%	-24%&1%	1.8%&4.5%	-2%&2%	-16%&-8%
Cc1ccc(CN(c2ccc(C(=O)N3CCCC3)cc2)S(C)(=O)=O)cc1	11%	3%	-12%	-11%	1%	-1%	3.7%	-7%	-15%
CN(C)C1(CNC(=O)COc2cccc(Cl)c2)CCCCC1	-6%	11%	19%	25%	10%	2%	1.0%	3%	-14%
CNC[C@H]1Oc2c(NS(=O)(=O)c3ccc(OC)cc3)cccc2C(=O)N([C@H](C)CO)C[C@@H]1C	24%	27%	19%	13%	-8%	0%	x	7%	-25%
Cc1cccc(-n2c(=O)c3ccccc3n3c(=S)[nH]nc23)c1C	u	-2%	-14%	u	9%	4%	0.8%	1%	-21%
Cc1c(C(=O)N(Cc2cccc(Cl)c2)Cc2ccco2)oc2ccccc12	u	20%	5%	1%	10%	6%	0.5%	2%	-11%
CN(C)c1ccc(C2N3CC4(C)CN2CC(C)(C3)C4O)cc1 (stereo not given)	4%[57.4 µM]	6%	8%	10%[57.1 µM]	-11%	0%	-0.2%	7%[57.1 µM]	-8%
Cc1cccc(C)c1NC(=O)CNC(=O)Cc1ccccc1[N+](=O)[O-]	-5%	-8%	9%	0%	-7%	-2%	-1.7%	-6%	-20%
CCOC(=O)CSc1nc(C2CC2)cc(-c2ccc(Cl)cc2)c1C#N	-8%	2%	-40%	-7%	-17%	0%	-0.1%	-4%	-21%
COCCN(C(=O)c1ccco1)C(C(=O)NC1CCCC1)c1cccs1 (stereo not given)	-11%	6%	55%[activator]	-15%	x	-4%	0.4%	23%	-3%
Cc1cccc(N2C(=O)CC(N3CCN(c4cccc(C(F)(F)F)c4)CC3)C2=O)c1 (stereo not given)	-10%	5%	16%	11%[57.1 µM]	-2%	-6%	0.1%	1%[57.1 µM]	-11%
CCCc1c(C)[nH]c2ccc(NC(C)=O)cc2c1=O	13%	0%	11%	14%	-3%	-6%	1.6%	27%	-5%
Cc1ccccc1NC(=O)C(=O)NCCCN1CCOCC1	7%	-1%	-4%	-6%[57.1 µM]	10%	0%	-1.6%	-7%[57.1 µM]	-15%
Cc1cc(NC(=O)COC(=O)C2CCN(C(=O)c3ccc(Cl)cc3)CC2)no1	13%[57.4 µM]	2%	-13%	5%	2%	0%	1.2%	3%	-14%
O=C(N/N=C/c1cc([N+](=O)[O-])ccc1O)C1CCCCC1	-3%	2%	-20%	-25%	-3%	-1%	5.3%	-21%	-17%
COc1ccc2nc(NC(=O)CSC3=NCCS3)sc2c1	329%[activator]	0%	-11%	-10%	-3%	1%	-0.4%	-6%	4%
CCOC(=O)c1c(S(=O)(=O)NCc2cccs2)c(C)n(C)c1C	-1%	-1%	-16%	7%	3%	5%	1.6%	2%	-17%
Cc1csc(NC(=O)c2cc3c(s2)CCC3)n1	-2%	12%	23%	24%	x	-8%	-1.0%	11%	-4%
CC(OC(=O)c1ccc(OCC2CCCO2)cc1)C(=O)N(C)Cc1ccccc1 (stereo not given)	8%	7%	7%	20%	0%	-10%	-0.5%	9%	-19%
Additional results
SMILES	12-LOX inh	mIDH1 inhibitor	RGS4 inh	rTrxR1 inhibitor	Vif-APOBEC3F blk	Vif-A3G inh	RXFP1 agonist	TrxR1 substrate	USP1 inh
O=C(O)c1ccccc1C(=O)c1cccc2ccccc12	i	4%	-4%	14%[57.1 µM]	8%	0%	2.4%	10%[57.1 µM]	-18%
COc1ccc(N2CCN(CCNC(=O)CCCn3c(=O)[nH]c4cc(Cl)ccc4c3=O)CC2)cc1	30%[activator]	-1%	-2%	14%	-15%	0%	0.0%	5%	0%
CCN(CC(O)Cn1c2ccccc2c2ccccc21)S(=O)(=O)c1ccc(C)cc1 (stereo not given)	-24%	0%	13%	-6%	0%	-1%	0.5%	-10%	-9%
COc1ccc(NS(=O)(=O)c2c(C)nc3scc(C)n3c2=O)cc1	-13%	-11%	3%	-2%	1%	1%	2.8%	-8%	13%
CC(C)c1ccc(CNC(=O)CSCC(=O)Nc2ccc3ccccc3c2)cc1	-24%	7%	-2%	27%	-7%	5%	0.0%	12%	u
COC(=O)c1ccc(CN(c2ccc(C(=O)O)c(O)c2)S(=O)(=O)c2ccc(Cl)c([N+](=O)[O-])c2)cc1	265%[activator]	3%	-5%	-12%	15%	-14%	-0.1%	-9%	-15%
COc1ccc2oc(=O)c(-c3nc(-c4cccs4)no3)cc2c1	u	8%	-3%	-12%	-25%	u	-0.4%	-3%	-3%
C/C(=N\N=c1/sc2ccccc2n1C)c1ccc(N2CCOCC2)cc1	0%	15%	-7%	13%[57.1 µM]	1%	0%	-0.6%	9%[57.1 µM]	-30%
O=C(CCCCCn1c(=S)[nH]c2ccc(N3CCOCC3)cc2c1=O)NCc1ccccc1	-3%	6%	-13%	14%[57.1 µM]	3%	2%	5.5%	-19%[57.1 µM]	-14%
COCCNC(=O)c1onc(CSc2ccccc2)c1C(=O)O	-3%	31%[activator]	-4%	25%	-8%	-1%	-0.8%	4%	-16%
COc1ccc(CNC(=O)COC(=O)/C=C/c2ccco2)cc1	-10%	-14%	-2%[11.4 µM]	28µM*	2%	-8%	-1.5%	-4%	-11%
CCCNC(=O)Cc1c(C)oc2ccccc12	0%	0%	-10%	9%[11.4 µM]	-26%	-3%	-1.3%	8%[57.1 µM]	-17%
C/C(CC(=O)Nc1ccc(F)cc1)=N\NC(=O)Cc1csc(N)n1	6%	3%	-50%	u	7%	-6%	1.0%	1%	-9%
CCOCCCNC(=O)c1ccc2c(c1)ncn2-c1cccc(C)c1	-2%	6%	-14%[56.9 µM]	5%	5%	u	0.1%	4%	-12%
COc1ccc(S(=O)(=O)N2CCCCC2)cc1NC(=O)CN(Cc1ccco1)Cc1ccco1	5%	-6%	0%	-5%	-13%	-7%	2.1%	3%	-26%
CCC(CC)NC(=O)COc1ccc(OC)cc1C=O	9%	-6%	-8%	27%[57.1 µM]	-23%	-5%	5.5%	7%[57.1 µM]	-13%
COc1ccc(CC(=O)Nc2cccc(-c3nnc(-c4cccc(C)c4)o3)c2)cc1OC	u	4%	-19%	-7%	5%	4%	0.3%	-1%	-10%
O=C(CN1CCS(=O)(=O)CC1)NNC(=O)C1CCCCC1	-1%	25%	23%	26%	-1%	3%	-2.2%	3%	1%
CCCCNc1cc(=O)n(C)c(=O)n1C	0%	9%	-2%	3%	-6%	1%	0.8%	1%	-18%

Record cards, as listed above. Order of screens: 12-LOX inh | mIDH1 inhibitor | RGS4 inh | rTrxR1 inhibitor | Vif-APOBEC3F blk | Vif-A3G inh | RXFP1 agonist | TrxR1 substrate | USP1 inh
COc1ccc(CNC(=O)COC(=O)/C=C/c2ccco2)cc1 is listed as -10% | -14% | -2%[11.4 µM] | 28µM* | 2% | -8% | -1.5% | -4% | -11%
CCOCCCNC(=O)c1ccc2c(c1)ncn2-c1cccc(C)c1 is listed as -2% | 6% | -14%[56.9 µM] | 5% | 5% | u | 0.1% | 4% | -12%
O=C(O)c1ccccc1C(=O)c1cccc2ccccc12 is listed as i | 4% | -4% | 14%[57.1 µM] | 8% | 0% | 2.4% | 10%[57.1 µM] | -18%

Compound activity from PubChem BioAssay.

The list is partial. The share of hits here may be higher or lower than overall.
